SENP6 block – SENP6 protease inhibitors, primary screen, biochemical, luminescence, uHTS; 1.8% of 330,000 active; inhibition, % at 10 µM; Recombinant SENP6 catalytic domain, aminoluciferin luminescence; Sentrin-specific protease 6 (Homo sapiens), Q9GZR1;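 active means inhibition above about 50% at the single tested dose, limit read from the data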;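 further: plate controls were DMSO wells with enzyme for no effect and DMSO wells lacking enzyme for full effect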
Target sequence (Q9GZR1 628-1112 limits assumed): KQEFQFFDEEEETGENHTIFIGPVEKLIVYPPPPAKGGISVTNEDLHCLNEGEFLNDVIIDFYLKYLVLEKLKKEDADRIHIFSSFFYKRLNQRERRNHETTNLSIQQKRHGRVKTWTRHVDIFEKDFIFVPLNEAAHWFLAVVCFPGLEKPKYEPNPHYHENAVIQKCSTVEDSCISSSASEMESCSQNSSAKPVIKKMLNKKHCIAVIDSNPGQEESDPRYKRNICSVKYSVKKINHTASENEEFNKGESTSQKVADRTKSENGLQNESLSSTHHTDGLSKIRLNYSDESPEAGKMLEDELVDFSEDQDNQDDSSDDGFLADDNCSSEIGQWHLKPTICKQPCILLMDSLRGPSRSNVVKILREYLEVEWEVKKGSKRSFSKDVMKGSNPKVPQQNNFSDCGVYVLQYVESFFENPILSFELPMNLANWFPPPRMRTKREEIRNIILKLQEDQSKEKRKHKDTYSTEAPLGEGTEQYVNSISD
SENP7 block – SENP7 protease inhibitors, primary screen, biochemical, luminescence, uHTS | Sentrin-specific protease 7 (Homo sapiens), Q9BQF6 | inhibition, % at 5 µM | AID 434973, 2010 | recombinant SENP7, Z-RLRGG-aminoluciferin luminescence, 40 min | 1.5% of 330,000 active;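 active means inhibition above about 50% at the single test dose, limit read from the data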;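 further: plate controls were DMSO with enzyme for no effect and no enzyme buffer wells for full effect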
Apaf1 inhib – inhibitors of human Apaf-1 apoptosome, primary screen, biochemical, DEVD-Rh110 fluorescence, uHTS. Apoptotic protease-activating factor 1 (Homo sapiens), O14727. reconstituted apoptosome caspase-3 activity. inhibition, % at 20 µM. 0.71% of 330,000 active. AID 489030, 2010; active means inhibition of at least 40% at 20 µM;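 further: plate controls were DMSO wells for no effect and DEVD-CHO caspase inhibitor wells for full effect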
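Assay system: Apoptosome proteins | Medium: pH 7.5 Hepes buffer with CHAPS, BSA, DTT | Also added: Cytochrome c and DEVD-Rh110 substrate | Times: 30 min plus 50 min, RT | Detection: Rhodamine 110 fluorescence at Ex 480/Em 540 nm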
PfG6PD inh – PfG6PD enzyme inhibitors, primary screen, biochemical, fluorescence intensity, uHTS; PfGluPho enzyme, NADPH resazurin-diaphorase fluorescence; inhibition, % at 20 µM; 0.78% of 350,000 active; AID 504690, 2011;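 active means inhibition reaching at least a set limit at 20 µM in the primary screen, cut at about 59% in these data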;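 further: 0% = DMSO wells with substrate and 100% = DMSO wells lacking glucose-6-phosphate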
HKDC1 inh – HKDC1 hexokinase inhibitors, primary screen, biochemical, fluorescence, uHTS; Q2TB90; recombinant HKDC1, G6PDH/diaphorase resazurin coupled fluorescence; 0.16% of 340,000 active; inhibition, % at 20 µM;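 active means inhibition above about 35% when tested at 20 µM, limit read from the data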;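 further: plate controls were DMSO wells with enzyme for no effect and DMSO wells lacking enzyme for full effect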
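Material – in-house recombinant HK5 (HKDC1) enzyme · Quantity – HKDC1 at 5 µg/mL · Buffer or medium – pH 8.0 Tris buffer with 10 mM MgCl2 · Reagent – glucose with 1 mM ATP · Dosing – single 20 µM dose · Times – reaction time 90 min, room temperature, protected from light · Technique – resorufin fluorescence at 613 nm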
SENP8 block-1 – human SENP8 protease inhibitors, primary screen, biochemical, fluorescence, Nedd8 protein substrate, uHTS. Sentrin-specific protease 8 (Homo sapiens), Q96LD8. recombinant SENP8. inhibition, % at 20 µM. 0.64% of 360,000 active. AID 602440, 2012; in the data active means inhibition mostly above about 40%, no sharp cut-off; inactive means mostly below about 27%
Target sequence (Q96LD8 whole entry, looked up): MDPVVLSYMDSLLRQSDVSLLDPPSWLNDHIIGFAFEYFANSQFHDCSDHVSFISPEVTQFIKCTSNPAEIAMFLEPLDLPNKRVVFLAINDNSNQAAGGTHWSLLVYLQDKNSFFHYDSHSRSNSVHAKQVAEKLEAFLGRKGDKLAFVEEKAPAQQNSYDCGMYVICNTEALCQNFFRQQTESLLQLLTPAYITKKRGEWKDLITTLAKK
SENP8 block-2 – SENP8 protease inhibitors, primary screen, biochemical, luminescence. Sentrin-specific protease 8 (Homo sapiens), Q96LD8. purified SENP8, Z-RLRGG-aminoluciferin cleavage. inhibition, % at 10 µM. 1.2% of 330,000 active. AID 2540, 2010; in the data active means inhibition above about 50%
SENP1 FRET inh – human SENP1 catalytic domain inhibitors, primary screen, biochemical, FRET, uHTS; Sentrin-specific protease 1 (Homo sapiens), Q9P0U3; recombinant SENP1 catalytic domain, CyPet-SUMO1-YPet FRET cleavage; 0.21% of 360,000 active; AID 624204, 2012; inhibition, % at 10 µM;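 active means inhibition at least 30% at 10 µM, raw YFP signal under a set limit, fluorescence ratio 0.5 to 1.5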;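 further: 0% = enzyme with DMSO and 100% = no enzyme wells; some results filed as inactive read as strong as hits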
Target sequence (Q9P0U3 419-644 limits assumed): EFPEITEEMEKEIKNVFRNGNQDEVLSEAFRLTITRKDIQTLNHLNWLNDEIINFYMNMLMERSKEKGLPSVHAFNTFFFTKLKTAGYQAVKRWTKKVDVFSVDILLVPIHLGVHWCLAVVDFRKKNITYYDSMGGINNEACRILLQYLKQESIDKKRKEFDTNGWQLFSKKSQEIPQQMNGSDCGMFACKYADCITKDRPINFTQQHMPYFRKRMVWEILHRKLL
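Test system: recombinant human SENP1 catalytic domain, His6-tagged / Medium: pH 8 Tris buffer with EDTA, NaCl, BME, BSA, NP40, catalase / Also added: SUMO1 FRET substrate flanked by Cypet and Ypet, 25 nM / Times: 50 min reaction at room temperature / Signal: FRET, CFP and YFP emission / Control set: no-enzyme low control and enzyme-plus-DMSO high control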
An asterisk follows results filed as active; i = inactive; · = not tested or not shown.

The line under a structure holds: SENP6 block, SENP7 block, Apaf1 inhib, PfG6PD inh, HKDC1 inh, SENP8 block-1, SENP8 block-2, SENP1 FRET inh
> O=C(CCNS(=O)(=O)c1ccccc1C(F)(F)F)N1CCN(S(=O)(=O)c2cccc(F)c2)CC1
  -15, 0, 22, 2, -1, 17, -5, 1
> Cc1cccc(Nc2nnc(C)c(=O)n2N)c1
  -5, 4, -16, -2, 10, 7, -2, -2
> CN(CC(=O)Nc1cccc(F)c1)C(=O)CN1c2cccc3cccc(c23)S1(=O)=O
  7, 7, 6, 8, 8, i, -1, -4
> COc1ccccc1Cn1c(=S)[nH]c2ccc(Br)cc2c1=O
  ·, ·, ·, -7, -3, 7, ·, 3
> O=C(CN1CCC(NC(=O)c2ccco2)CC1)Nc1cccc2ccccc12
  -3, -1, -17, 7, -7, 1, -6, 1
> CCN1CCN(c2cc(=O)n(C3CCCCC3)c(=O)[nH]2)CC1
  -12, 2, 1, -3, -8, 11, 7, -2
> COc1cccc(C(=O)NNC(=O)Cc2csc(N)n2)c1
  7, 2, -5, 10, -5, 1, -1, -3
> CC(C)C[C@H]1CNC(=O)C(=O)N1CC1CCN(CCC(C)(C)C)CC1
  ·, ·, ·, -2, -2, 14, ·, -5
> COc1ccc(CCN(C)c2ncnc3sccc23)cc1OC
  -2, -8, -10, 10, 11, 20, 1, -2
> COc1ccc(NC2=C(C(C)=O)C(c3ccccc3)C(C(C)=O)C(C)(O)C2)cc1 (stereo not drawn)
  -3, 0, -22, 3, 1, 20, 3, -2
> COc1ccccc1N1CCN(C(=O)c2ccccc2Oc2ccccc2)CC1
  14, 5, 14, -21, -10, 24, 10, 1
> C=CCN(c1ccccc1)S(=O)(=O)c1cccc(C(=O)NCC(c2ccccc2OC)N2CCCC2)c1 (stereo not drawn)
  -4, -2, 25, -4, -9, 9, 6, -2
> O=C(Nc1cccnc1N1CCOCC1)c1cc2ccccc2oc1=O
  -7, -1, 10, -18, -1, 18, -1, -1
> OC(CNCC1COc2ccccc2O1)COCc1cccs1 (stereo not drawn)
  0, -7, 2, -2, -10, 21, 1, 1
> Cc1ccc(NC(=O)CCNC(=O)c2ccccc2Cl)cc1S(=O)(=O)N(C)C
  -14, 3, 4, -8, -1, 24, 4, 0
> COc1ccc(CN2C(=O)[C@@H]3Cc4c([nH]c5ccccc45)C(C)(C)N3C2=O)cc1
  -18, -18, 21, 24, 0, 22, -15, -9
> CSc1nnc(-c2sc3cc(C(F)(F)F)cnc3c2-c2ccccn2)n1C
  2, -2, -3, 7, -8, -288, -5, 3
> COC(=O)c1cc(=O)n(Cc2cccs2)c(=NCc2cccs2)s1
  -11, 5, -3, 2, -8, 16, 7, 1
> COc1ccccc1/C=C/C(=O)OCC(=O)Nc1nnc(-c2ccccc2)o1
  5, 2, 7, -17, 2, -107, -5, 2
> O=C(C[n+]1cc(-c2ccc(Cl)cc2)n2c1CCC2)Nc1nc(-c2ccccc2)cs1
  7, 5, 29, 4, -1, -7, 0, -3
> CCOC(=O)C1=C(CNCc2ccc(F)cc2)NC(=O)NC1c1cccc([N+](=O)[O-])c1 (stereo not drawn)
  -11, -4, 8, 8, 5, 15, -7, 2
> CCOc1ccc(C(=O)N[C@H](C(=O)O)C(C)C)cc1
  -6, 5, -6, 2, -4, 27, -4, 1
> COc1ccc(-n2nc3c(c2NC(=O)COc2ccccc2)CS(=O)(=O)C3)cc1
  -17, -12, -2, -1, -4, 16, -6, 1
> NC(=O)c1ccsc1NC(=O)CSc1ncnc2sccc12
  -1, 3, -7, 0, -2, -41, -10, -21
> CC1=NN(c2cccc(C(=O)O)c2)C(=O)/C1=C\C=C\c1ccco1
  18, -3, 6, 20, 22, 37, 8, 6
> CC(C)(C)c1cc(N)n2nc(C(C)(C)C)cc2n1
  -9, -1, -8, 3, -7, -88, 2, 3
> COc1ccccc1OC(C)c1nnc(SCC(=O)Nc2c(C)n(C)n(-c3ccccc3)c2=O)n1-c1ccccc1 (stereo not drawn)
  -1, 1, -7, 0, -15, -6, -7, -1
> Fc1cccc(NC(=S)NCc2ccc(Cl)cc2)c1
  -7, -6, 18, 4, -8, 3, -10, 2
> COc1ccc(C2CC(=O)Oc3cc(C)c(Cl)c(C)c32)cc1 (stereo not drawn)
  ·, 1, 30, 15, 0, 3, ·, 1
> Cc1ccc(C(=O)N=c2sccn2C)cc1C
  82*, 83*, -13, 6, 0, -195, 67*, 2
> CCN(C(=O)COC(=O)c1ccc(C)c(S(=O)(=O)N2CCOCC2)c1)C1CCS(=O)(=O)C1 (stereo not drawn)
  11, 1, 9, -11, 4, 14, 0, 0
> CC(C)C[C@@H](CNCC(=O)[C@H](CC(=O)O)NC(=O)c1[nH]cnc1C(=O)N[C@H](CN)CC(C)C)NC(=O)c1nc[nH]c1C(=O)N[C@@H](C)C(=O)O
  ·, ·, ·, 2, 5, 11, ·, -2
> COC(=O)CCC1(C(N)=O)CCC(=O)c2ccccc21 (stereo not drawn)
  ·, ·, ·, 30, -4, 4, ·, -6
> Cc1cc(C)n2nc(CNS(=O)(=O)c3c(F)c(F)c(F)c(F)c3F)nc2n1
  1, 3, 7, -13, 5, 16, -2, 2
> CC(NC(=S)NC1CCCCC1)C(c1ccccc1)N1CCOCC1 (stereo not drawn)
  -10, -3, 3, 1, -9, 9, 2, -1
> Cc1cccc(-c2nc(CS(=O)CC(=O)N3CCc4ccccc4C3)c(C)o2)c1 (stereo not drawn)
  2, -3, 23, 20, 0, 22, -5, -27
> Cc1ccc2oc(=O)c3cnn(CC(=O)NC4CCCCC4C)c3c2c1 (stereo not drawn)
  5, 1, -4, 2, -2, 4, 7, 2
> Cn1nc(C(C)(C)C)c(NC(=O)c2ccc(F)cc2)c1C(C)(C)C
  -11, -3, -25, -20, -6, 4, -5, -1
> Cc1c(CN2CCN(c3cccc(C(F)(F)F)c3)CC2)c(=O)n(-c2ccccc2)n1C
  -13, 0, 7, -29, -1, 24, 7, -2
> O=C(/C=C/c1cccc(OCc2ccccc2)c1)c1cccnc1
  -13, 2, -7, 1, 8, 0, -3, -1
> CS(=O)(=O)Nc1ccc2c(c1)OCC(=O)N2Cc1ccccc1
  8, 8, 9, -14, 2, 12, -3, 0
> CCc1nnc(NC(=O)CCC(=O)N2CCN(c3ccccn3)CC2)s1
  -1, 6, 8, -1, -4, 1, -5, 0
> O=C(c1cccc(NS(=O)(=O)c2ccccc2)c1)N1CCN(c2ccccc2)CC1
  -7, 1, 9, -20, 1, 14, 4, 2
> O=C(NCc1ccc2c(c1)OCO2)C1CCN(S(=O)(=O)c2cccc3nsnc23)CC1
  -6, -4, 10, 8, -6, 24, -3, 1
> COC(=O)c1ccc(NC(=O)c2ccccc2CC[N+](=O)[O-])cc1
  14, -9, 7, 6, -11, 1, -7, 0
> Cc1cc(C)cc(NC(=S)NCc2ccc(F)cc2)c1
  5, 5, 8, 7, -8, 2, 6, -1
> CCN(C(=O)CSc1nnnn1C)c1c(N)n(Cc2ccccc2)c(=O)[nH]c1=O
  9, -8, 6, -4, -10, 15, -9, 1
> NC(=O)c1ccc(NC(=O)COC(=O)c2n[nH]c3ccccc23)cc1
  -3, 1, -11, -5, -2, -79, -6, -7
> COCC(=O)OCc1cc2cccc(C)c2[nH]c1=O
  -12, -5, -24, 3, 5, -38, -1, -4
> Brc1ccc(-c2nc3ccccc3s2)s1
  95*, 96*, 16, 4, -2, -376, 95*, -4
> O=C(COC(=O)C12CC3CC(CC(Br)(C3)C1)C2)Nc1cccnc1Cl
  -2, 10, 1, 0, 1, 15, 6, -1
> O=C(O)C1CSC(CCc2ccccc2)N1 (stereo not drawn)
  -4, -8, 12, 6, -10, 29, -11, -1
> C=CCn1c(SCC(=O)N2CCOCC2)nc2ccccc2c1=O
  -9, 3, 3, 0, -2, 19, -2, 0
> CCN1CCN(Cc2cc(=O)oc3ccc(Cl)cc23)CC1
  -13, 3, -3, -5, -6, 1, -11, -2
> CC(C)(C)c1cc(P(=O)(c2ccccc2)c2ccccc2)ccc1O
  -3, 8, 14, -31, -1, 21, -1, 1
> CC(=O)Nc1cccc(C(=O)Nc2ccccc2N2CCOCC2)c1
  -5, -11, 2, -4, 9, 12, -3, -1
> CCOC(=O)c1c(C)oc2c1c(C=NC1CCS(=O)(=O)C1)c(O)c1ccccc12 (stereo not drawn)
  ·, ·, ·, 10, 4, 7, ·, -52
> Cc1ccc(-c2nnn(CC(=O)N(CC3CCCO3)C(C(=O)NC3CCCC3)c3ccc(F)cc3)n2)o1 (stereo not drawn)
  -14, 1, 20, 10, -6, 30, -1, 0
> CCOC(=O)C1=C(C)NC(=S)NC1c1ccc(OC(=O)c2ccco2)cc1 (stereo not drawn)
  9, -6, -1, 9, -14, 6, 2, -1
> O=C(Nc1ccc2c(c1)OCCO2)C(=O)NC1CC1
  -9, 9, 1, -5, 0, 7, -4, -1

Three compounds from above, reduced to SENP8 block-2, HKDC1 inh and Apaf1 inhib.
smiles,SENP8 block-2,HKDC1 inh,Apaf1 inhib
COCC(=O)OCc1cc2cccc(C)c2[nH]c1=O,-1,5,-24
Brc1ccc(-c2nc3ccccc3s2)s1,95*,-2,16
O=C(COC(=O)C12CC3CC(CC(Br)(C3)C1)C2)Nc1cccnc1Cl,6,1,1

The list continues.
The line under a structure holds: SENP6 block, SENP7 block, Apaf1 inhib, PfG6PD inh, HKDC1 inh, SENP8 block-1, SENP8 block-2, SENP1 FRET inh
> O=C1CN(C(=O)COC(=O)COc2ccccc2)c2ccccc2N1
  -13, -6, -4, -16, -5, -10, 7, -5
> O=C(CC1SC(=O)N(Cc2ccccc2)C1=O)Nc1nccs1 (stereo not drawn)
  -8, 6, 15, -5, -8, 20, -5, 1
> CCOc1ccc2nc(N(CCN(C)C)C(=O)c3ccc4c(c3)CCCC4)sc2c1
  -3, -3, 55*, 16, 8, 14, 8, 1
> O=C(NNC(=O)c1cc(Cl)nc2ccccc12)c1ccccc1F
  -8, 5, -4, -14, -6, -10, -1, 1
> CCc1ccc(NC(=O)[C@H](Cc2ccccc2)NC(=O)C2CCN(C(=O)[C@@H](N)CC(C)C)CC2)cc1
  6, -4, 23, 16, 3, 19, 3, 3
> Cc1cc(OCC(=O)C(C)(C)C)c2c(C)c(C)c(=O)oc2c1
  -8, 0, 8, -6, -12, -366, -12, 1
> CSc1nsc(SCC(=O)Nc2ccc(C(=O)O)cc2)n1
  2, -3, -6, -23, -1, 8, -4, -1
> O=C(CSc1nc(-c2ccccc2)nc2ccccc12)Nc1cccc(C(=O)O)c1
  14, 0, 2, -53, 22, 10, 13, 0
> COc1ccc(NC(=O)C2CCN(C(=O)c3ccccc3)CC2)c(OC)c1
  -20, -1, -30, -8, -6, 10, 1, 1
> CCC1CCCCN1CCCNC(=O)c1ccc2nc(N3CCC(C)CC3)sc2c1 (stereo not drawn)
  4, -9, 23, -9, 3, 3, -6, -6
> CN1CCC(=NOc2ccc([N+](=O)[O-])cc2)CC1
  8, 15, 11, -2, -6, 16, 11, 0
> COc1ccc(/C=N/NC(=O)C(N)=O)c(OC)c1OC
  2, -6, -5, -5, -9, 3, 6, 1

High-throughput results (PubChem)
